Assay outcomes: PubChem BioAssay, Emory University Molecular Libraries Screening Center
EP2 mod – modulates human prostaglandin E2 receptor EP2 signaling | 260,000 compounds, 0.83% hits | P43116 | AID 940 | EP2-expressing cells, cAMP HTRF FRET, PGE2 co-stimulation | induction, % at 25 µM;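 active = compounds whose cAMP rise, as percent of the full-agonist control response, exceeds 60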;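 also: rat C6 glioma line stably carrying human EP2 under a CMV promoter; the protocol text gives 20 µM as final concentration; 100% = response of wells given 1 µM PGE2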
Target sequence (P43116 whole entry, looked up): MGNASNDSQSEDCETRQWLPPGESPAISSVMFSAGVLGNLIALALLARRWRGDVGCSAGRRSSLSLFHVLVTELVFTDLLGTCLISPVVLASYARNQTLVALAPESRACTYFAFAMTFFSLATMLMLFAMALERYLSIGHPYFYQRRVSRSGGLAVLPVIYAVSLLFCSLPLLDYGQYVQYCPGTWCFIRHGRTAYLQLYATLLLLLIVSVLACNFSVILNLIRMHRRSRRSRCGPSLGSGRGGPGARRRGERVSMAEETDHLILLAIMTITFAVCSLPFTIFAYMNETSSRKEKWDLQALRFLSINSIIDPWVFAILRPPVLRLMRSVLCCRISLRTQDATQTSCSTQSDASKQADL
Active calls of the source: *; & = joins results of further samples. The list is partial; rates above refer to the full screens.

Start of the data: the first 2 compounds (preview)
item	Structure	EP2 mod
1	Cc1ccc2nc3c(cc(C(=O)NCC4CCCO4)c(=N)n3C(C)C)c(=O)n2c1 (stereo not drawn)	-23
2	COc1ccccc1-c1ocnc1C(=O)Nc1ccc(N2CCC(C)CC2)c(C(N)=O)c1	-8

The list itself, previewed entries included:
item	Structure	EP2 mod
1	Cc1ccc2nc3c(cc(C(=O)NCC4CCCO4)c(=N)n3C(C)C)c(=O)n2c1 (stereo not drawn)	-23
2	COc1ccccc1-c1ocnc1C(=O)Nc1ccc(N2CCC(C)CC2)c(C(N)=O)c1	-8
3	CC1CN(c2nc3c(c(=O)[nH]2)CCN(Cc2ccc(O)cc2)C3)CC(C)O1 (stereo not drawn)	-35
4	COc1ccc(-n2c(SCC(=O)Nc3cccc(C(C)=O)c3)nc3sc(C)c(C)c3c2=O)cc1	10
5	O=C(NCC(=O)N1CCCCC1)c1ncoc1-c1ccc(F)cc1	-66
6	COC(=O)C1[C@H]2C[C@H]3c4[nH]c5ccccc5c4CCN3C[C@@H]2CC[C@@H]1O (stereo partly drawn)	-16
7	CC(C)c1nnc(NC(=O)Cn2nnc3ccccc32)s1	-7
8	O=C(CS(=O)CC(=O)Nc1ccc2c(c1)OCCO2)Nc1ccc(Cl)cc1 (stereo not drawn)	-11
9	CCc1cc2cc3c(cc2nc1SCC(=O)NCc1cccs1)OCCO3	23
10	Cc1ccc(CCC(=O)Nc2ccc(C(=O)O)cc2)o1	-35
11	O=C(CSc1nnc(-c2ccco2)o1)Nc1ccc(OCc2ccccc2)cc1	5
12	CCC(C)(C)Nc1c(-c2ccc(OC)c(CN3CCOCC3)c2)nc2cnccn12	-36
13	O=C1NC(=O)/C(=C\c2c(OCc3ccccc3)ccc3ccccc23)S1	3
14	COc1ccc(C2(NCc3ccc(OCC(=O)N4CCCC4)cc3)CC2)cc1	-37
15	CC1(C)C(=O)CC[C@@]2(C)C1C[C@@H](O)[C@@]1(C)C3=CC(=O)O[C@@H](c4ccoc4)[C@]3(C)CCC21 (stereo partly drawn)	20

Entries listed so far containing an aryl thioether with sulfur outside any ring:
item	Structure	EP2 mod
4	COc1ccc(-n2c(SCC(=O)Nc3cccc(C(C)=O)c3)nc3sc(C)c(C)c3c2=O)cc1	10
9	CCc1cc2cc3c(cc2nc1SCC(=O)NCc1cccs1)OCCO3	23
11	O=C(CSc1nnc(-c2ccco2)o1)Nc1ccc(OCc2ccccc2)cc1	5

Other results follow.
item	Structure	EP2 mod
16	O=C(/C=C/c1ccco1)Nc1cc(Cl)c(O)c(Cl)c1	8
17	COc1cc(C)c(C2C(C#N)=C(N)Oc3n[nH]c(C)c32)cc1C(C)C (stereo not drawn)	-86
18	COc1ccc(Nc2c(C)c(C)nc3ncnn23)c(OC)c1	2
19	CCn1nc(CC(=O)NC2(c3ccc(OC)cc3)CCCCC2)c2ccccc2c1=O	-35
20	COCc1[nH]nc2c1C(c1cccc(F)c1)C(C#N)=C(N)O2 (stereo not drawn)	-12
21	C=C(C)CN1CCN(Cc2ccc(OC)c(Cc3c(C)noc3C)c2)CC1	5
22	O=C(Cn1nc(C(F)(F)F)c2c1CCCC2)NCCCc1ccccn1	-8
23	Cc1nc2c(c(=O)[nH]1)CCN(Cc1cccc3cccnc13)C2	-19
24	CCCC1C(C#N)=C(N)OC2=C1C(=O)CCC2 (stereo not drawn)	10
25	O=c1n(Cc2ccc(F)cc2)nc2c3ccccc3nc(C3CC3)n12	27
26	Cc1ccc2cc3c(N)c(C(=O)N4CCOCC4)sc3nc2c1C	-110
27	O=C(O)CC1c2ccccc2-c2ncccc21 (stereo not drawn)	7
28	O=C(C1CC(c2cccc(Br)c2)=NO1)N1CCOCC1 (stereo not drawn)	7
29	Cc1cc(-c2cnc(C)nc2C2CCN(C(=O)C3CCCO3)CC2)on1 (stereo not drawn)	-10
30	COc1ccc(OC)c(CC(=O)NCC2CCN(c3nc(C)cc(C)n3)CC2)c1	-29
31	Cn1c(=O)c2c(nc(S(C)(=O)=O)n2C)n(C)c1=O	-18
32	COc1ccc(Cn2nnnc2C(c2cc3cc4c(cc3[nH]c2=O)OCO4)N2CCCC(C)C2)cc1 (stereo not drawn)	31
33	O=C(Cn1cc(C(=O)c2ccco2)c2ccccc21)NCc1cccnc1	-7
34	Cc1ccc2[nH]c(=O)c(CN(Cc3cccs3)C(=O)Nc3ccc(Cl)cc3)cc2c1	-58
35	CCOC(=O)c1sc(NC(=O)CSc2nccc(=O)[nH]2)nc1C	17
36	N#CC1=C(N)Oc2n[nH]c(C(F)(F)F)c2C12C(=O)N(Cc1ccccc1)c1ccccc12 (stereo not drawn)	-8
37	O=S(=O)(NCC1CCCO1)c1ccc(Cl)c2ccccc12 (stereo not drawn)	-36
38	CC(C)(C)NC(=O)C1CC(c2ccccc2O)=NO1 (stereo not drawn)	-37
39	COc1ccc(S(=O)(=O)N(Cc2cc3c(C)cc(C)cc3[nH]c2=O)CC2CCCO2)cc1 (stereo not drawn)	-38
40	CCOc1cc(C(c2c(C)[nH][nH]c2=O)c2c(C)[nH][nH]c2=O)cc(Cl)c1O	-7
41	CCOC(=O)c1cc2c(ccn2C)n1CC(=O)NC1CC1	34
42	COC(=O)c1c(NC(=O)CCC(=O)O)sc2c1CCC2	-38
43	CC1CCCN(C(=O)Cn2ncc3cccn3c2=O)C1 (stereo not drawn)	-11
44	O=C1NCCCCC1NC(=S)Nc1ccccc1 (stereo not drawn)	-19
45	COC1=C(OC)C(=O)c2ccccc2C1=O	-16
46	Cc1cccc(C(=O)O)c1C[C@@H]1NCC[C@@H]2c3ccccc3N[C@@H]12	16
47	Cn1c(SCC(=O)O)nnc1-c1ccccc1O	-12
48	CN1CCc2cccc3c2C1Cc1ccc(O)c(O)c1-3 (stereo not drawn)	-48&-21
49	COc1ccc(S(=O)(=O)N2CCC(C(=O)NC3CCCCCC3)CC2)cc1C	-6
50	C=CCNC(=O)CSc1nc2c(C)cc(C)cc2cc1C#N	34
51	COc1ccc(CN(Cc2coc3ccccc3c2=O)CC2CCCO2)c(OC)c1 (stereo not drawn)	14
52	C#CCOc1ccc2ccccc2c1C(c1c(C)[nH][nH]c1=O)c1c(C)[nH][nH]c1=O	-43
53	Cc1cccc(NC(=O)c2cc3sccc3n2C)c1C	-3
54	COc1ccc2c(=O)cc(-c3ccncc3)oc2c1OC	11
55	COc1ccc2c(c1)c(CC(=O)O)c(C)n2Cc1ccc(Cl)cc1	1
56	O=C(CN1CCC(c2nc(-c3ccncc3)n[nH]2)CC1)Nc1ccc2c(c1)OCCO2	-29
57	CNC(=S)N1CCN(c2nc(-c3ccc(F)cc3)cs2)CC1	3
58	CC(=O)N(CCc1cccc(C)c1)Cc1cc2cc(C)c(C)cc2[nH]c1=O	-69
59	Cc1cc(=O)oc2cc(OCC(=O)Nc3ccccc3Br)ccc12	-2
60	CCCSc1nnc2n(Cc3ccccc3)c(=O)c3c4c(sc3n12)CCCC4	54

Shown field by field: entries from further up
[31] Cn1c(=O)c2c(nc(S(C)(=O)=O)n2C)n(C)c1=O
  EP2 mod = -18
[37] O=S(=O)(NCC1CCCO1)c1ccc(Cl)c2ccccc12 (stereo not drawn)
  EP2 mod = -36
[35] CCOC(=O)c1sc(NC(=O)CSc2nccc(=O)[nH]2)nc1C
  EP2 mod = 17
[1] Cc1ccc2nc3c(cc(C(=O)NCC4CCCO4)c(=N)n3C(C)C)c(=O)n2c1 (stereo not drawn)
  EP2 mod = -23

(cont.)
item	Structure	EP2 mod
61	O=S(=O)(NC1CCCCC1)c1ccc(S(=O)(=O)N2CCc3ccccc32)cc1	-30
62	COc1ccc(OC)c(NC(=O)CSc2nc3c(c(=O)n(C)c(=O)n3C)n2Cc2ccccc2)c1	36
63	COc1cccc(C2(NC(=O)c3ccc(Cn4cccn4)o3)CCCC2)c1	-4
64	Cc1c(C(=O)Nc2cccc(C(=O)N3CCCCC3)c2)nnn1-c1ccccc1	-33
65	O=C1CCc2cc(S(=O)(=O)N3CCCC(CN4CCCC4)C3)ccc2N1 (stereo not drawn)	-16
66	COc1ccc(C(=O)N2CCc3c(nc(C)[nH]c3=O)C2)cc1Cn1nc(C)cc1C	11
67	COC(=O)CSc1nnc(-c2cccs2)o1	0
68	Cn1c(=O)c2c(nc(SCC(=O)NC(C)(C)C)n2Cc2ccccc2F)n(C)c1=O	3
69	COc1ccc(C2(NCc3cn[nH]c3-c3cccs3)CC2)cc1	-87
70	COc1ccc(Cl)cc1NC(=O)CN1CCC(c2nc3ccc(Cl)cc3[nH]2)CC1	-62
71	CCOC(=O)CNC(=O)CSc1nc(C(C)C)nc2c1cnn2-c1ccccc1	-16
72	c1cc[n+](CCCC[n+]2ccccc2)cc1	6
73	O=C(NCc1nc(-c2cccnc2)n[nH]1)C1(c2ccccc2)CC1	-20
74	COCCCNc1nc2c(c(=O)n(Cc3ccc(Cl)cc3)c(=O)n2C)n1C	-25
75	COc1ccc(C(=O)NC(=S)Nc2sc3c(c2C(N)=O)CCC(C)C3)cc1 (stereo not drawn)	-6
76	CCc1cc2cccc(C)c2nc1SCC(=O)Nc1ccc(OC)c(OC)c1	32
77	O=C(c1ccc2nc(-c3ccco3)c(-c3ccco3)nc2c1)N1CCSCC1	-59
78	C[C@]1(c2ccccc2)O[C@@H]2C[C@H]3[C@@H]4CCC5=CC(=O)C=C[C@@]5(C)[C@@]4(F)[C@H](O)C[C@]3(C)[C@]2(C(=O)CO)O1	2
79	COc1ccc(/C(O)=C2/C(=O)C(=O)N(CCN3CCOCC3)C2c2cc(OC)ccc2OC)c(C)c1 (stereo not drawn)	-8
80	O=C(Nc1cc(C(=O)Nc2ccc(S(=O)(=O)O)cc2S(=O)(=O)O)cc(C(=O)Nc2ccc(S(=O)(=O)O)cc2S(=O)(=O)O)c1)Nc1cc(C(=O)Nc2ccc(S(=O)(=O)O)cc2S(=O)(=O)O)cc(C(=O)Nc2ccc(S(=O)(=O)O)cc2S(=O)(=O)O)c1	7
81	CCn1c(CSc2nc(C)cc(C)n2)nnc1SCC(=O)Nc1cccc(C(F)(F)F)c1	-11
82	CCc1ccc2[nH]c(=O)c(CN(C(=O)Nc3ccccc3OC)C3CCCCC3)cc2c1	-13
83	CC(=O)N[C@H](Cc1c[nH]c2ccccc12)C(=O)O	9
84	O=C1NC2(CCN(C(=O)c3n[nH]c4c3CCCC4)CC2)Oc2ccccc21	-47
85	O=c1oc(-c2nccc3ccccc23)nn1Cc1ccccn1	-44
86	O=C(c1ccco1)N1CCC(O)(c2cccc(F)c2)CC1	2
87	CC(=O)c1ccc(N(C(=O)Cc2cccs2)C(C(=O)NC2CCCCC2)c2cccn2C)cc1 (stereo not drawn)	10
88	COCCn1nnnc1C(c1cc2c(C)cc(C)cc2[nH]c1=O)N1CCCc2ccccc21 (stereo not drawn)	36
89	O=S(=O)(NC1(c2ccc(F)cc2)CC1)c1ccc2c(c1)OCCO2	-6
90	NC(=O)CN1CCNCC1	-11
91	CCCc1cc(C(=O)N2CCN(S(=O)(=O)c3ccc(F)c(F)c3)CC2)n[nH]1	-31
92	C=Cn1c(C(=O)O)cc2c1CCCC2	-26
93	COc1ccc(CN2CCN(C(=O)c3ccccc3OC)CC2)cc1OC	-17
94	CCCC(c1nnnn1C1CCCCC1)N(CCc1ccccc1)Cc1cc2cc(C)ccc2[nH]c1=O (stereo not drawn)	27
95	Cc1cc(N(CCO)CCO)nc(NCc2ccccc2)n1	-25
96	Cc1c(OCC(=O)Nc2ccccc2Cl)ccc2c3c(c(=O)oc12)CCC3	4
97	Cc1cc(C)cc(NC(=O)Cn2cc(C(=O)C3CC3)c3ccccc32)c1	-3
98	CO/N=C(/C(=O)N[C@@H]1C(=O)N2C(C(=O)O)=C(COC(C)=O)CS[C@H]12)c1csc(N)n1	27
99	CC(c1nnnn1C(C)(C)C)N1CCN(c2cccc(C(F)(F)F)c2)CC1 (stereo not drawn)	36
100	Cc1ccc(NS(=O)(=O)c2ccc(NS(=O)(=O)c3cccs3)cc2)cc1Cl	-5
101	COc1ccccc1NC(=O)CSc1nc2cc(C)ccc2cc1C#N	16
102	Cc1ccc2c(C)cc(SCCN3CCOCC3)nc2c1C	56
103	CC(=O)Nc1cccc(NC(=O)CSc2nc3cc4c(cc3cc2C)OCCO4)c1	-92
104	COCCNC(=O)c1ccccc1NS(=O)(=O)c1ccc2c(c1)OCCO2	-14
105	CCN1C(=O)/C(=C/c2ccc(Cl)cc2)SC1=S	-11
106	CCn1c(=O)[nH]c2cc(Cl)c(Cl)cc21	12
107	Cc1cccc(NC(=S)N(CCCO)Cc2cc3c(C)ccc(C)c3[nH]c2=O)c1	-77
108	CCCC(O)(CN1CCOCC1)c1ccc(OCC)cc1 (stereo not drawn)	-8
109	COc1ccc(C)cc1NS(=O)(=O)c1ccc2c(c1)OCCO2	-36
110	COc1ccc(CN2CCN(C(=O)c3c(OC)cccc3OC)CC2)c(OC)c1OC	-33
111	CNC(=S)N1CCC(NC(=O)NC2CCCCC2)CC1	-20
112	CC(=O)Nc1nc(-c2ccc3c(c2)CCN3C(=O)C(C)(C)C)c(C)s1	-65
113	CC(C)N(C(=O)CN1C(=O)[C@@H]2CCCN2C(=O)c2ccccc21)C(C)C	2
114	COc1cc(C2/C(=C(/O)c3ccc(Cl)cc3)C(=O)C(=O)N2CCCN(C)C)ccc1O (stereo not drawn)	-4
115	O=C1CCCC/C1=C/Nc1ccc(S(=O)(=O)Nc2nccs2)cc1	-8
116	CCCNC(=O)c1ccccc1NS(=O)(=O)c1cccs1	6
117	COc1ccc(/C=C2\C(=O)NC(=O)N(c3ccc4c(c3)OCO4)C2=O)c(OC)c1OC	5
118	CCN(CC)CCNC(=O)c1cc(Br)c(N)cc1OC	-5
119	COc1ccc(C2(NC(=O)CCc3cc(Cl)no3)CCCCC2)cc1	-10
120	COc1ccc(-c2cc(-c3cccs3)c(C#N)c(SCC(=O)NC3CC3)n2)cc1	-2
